ADAM17 inh: ADAM17 inhibition, QFRET primary screen; inhibition, % at 6.95 µM; 0.83% of 370,000 active; AID 720648; P78536; recombinant ADAM17, EDANS/DABCYL FRET peptide cleavage;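 active = inhibition above the mean of compounds lying between control limits plus 3 SD, set per campaign, cut at about 8.5% in these data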;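 also: 0% = DMSO-only wells as the low control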
Target sequence (P78536 215-824 limits assumed): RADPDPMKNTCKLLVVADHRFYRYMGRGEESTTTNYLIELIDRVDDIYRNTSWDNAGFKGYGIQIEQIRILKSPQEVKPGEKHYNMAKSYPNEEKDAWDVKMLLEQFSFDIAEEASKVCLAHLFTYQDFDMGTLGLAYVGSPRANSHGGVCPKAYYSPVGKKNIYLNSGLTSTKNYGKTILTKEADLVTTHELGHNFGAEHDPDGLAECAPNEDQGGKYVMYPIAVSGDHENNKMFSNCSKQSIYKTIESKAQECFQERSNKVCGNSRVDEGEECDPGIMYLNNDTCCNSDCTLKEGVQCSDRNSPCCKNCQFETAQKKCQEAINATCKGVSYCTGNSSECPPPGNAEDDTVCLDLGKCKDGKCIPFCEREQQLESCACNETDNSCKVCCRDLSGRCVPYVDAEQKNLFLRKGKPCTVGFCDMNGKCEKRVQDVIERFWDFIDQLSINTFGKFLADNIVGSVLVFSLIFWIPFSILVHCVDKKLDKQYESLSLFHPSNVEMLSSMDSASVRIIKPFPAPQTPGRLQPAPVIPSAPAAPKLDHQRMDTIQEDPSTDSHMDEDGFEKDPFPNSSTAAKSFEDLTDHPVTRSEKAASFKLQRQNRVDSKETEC
ssDAF12 agonist: activators of S. stercoralis DAF-12 nuclear receptor | HEK293 ssDAF-12/GRIP1 lit1-tk-luc reporter, luminescence; % of 3 µM dafachronic acid response | activation, % at 6.8 µM | 1% of 370,000 active | AID 652126;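 active = activation above the mean over all tested compounds plus 3 SD, cut at about 0.9% in these data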;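 also: 0% = DMSO-only wells and 100% = 3 µM delta7-dafachronic acid wells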
hgDAF-12 ag: agonists of H. glycines DAF-12 nuclear receptor; HEK293 GAL4-hgDAF12 UAS-luciferase reporter, agonist luminescence; normalized to butyrate control; activation, % at 6.8 µM; 1.8% of 370,000 active;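 active = activation above a cutoff set at the mean of all screened compounds plus 3 SD, cut at about 10% in these data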;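 also: 0% = DMSO wells and 100% = sodium butyrate wells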
hcDAF12 agonist: activates DAF-12 receptor from parasite H. contortus | HEK293 hcDAF-12 lit1-tk-luc reporter, luminescence; 0% DMSO, 100% Δ7-dafachronic acid | activation, % at 6.8 µM | 1.4% of 370,000 active;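 active = activation above the mean of all tested compounds plus 3 SD, cut at about 5.5% in these data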;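 also: 100% = response to 3 µM Δ7-dafachronic acid high control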
PLC-gamma1 inh: inhibitors of human phospholipase C gamma1; purified PLC-gamma1, fluorogenic substrate, fluorescence; inhibition, % at 12.2 µM; 0.84% of 370,000 active; in the data active = inhibition above about 9.5%
PLC-beta3 inh: inhibitors of human phospholipase C beta3; AID 720704; Purified PLC-beta3, fluorogenic substrate, fluorescence; inhibition, % at 12.2 µM; 0.18% of 370,000 active; in the data active = inhibition above about 11%;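 also: 0% = median of compound wells on plate and 100% = full blocker control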
DAX1 inh-1: NR0B1 (DAX1) inhibition; P51843; HEK293 Gal4-DAX1 luciferase reporter, luminescence; inhibition, % at 6.75 µM; 0.99% of 340,000 active; AID 504766;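 active = inhibition above the mean over all tested compounds plus 3 SD, cut at about 4.2% in these data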;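 also: 0% = DAX1-transfected cells with DMSO and 100% = empty-vector control cells with DMSO; inhibition shows as a rise in luminescence from relieved DAX1 repression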
Target sequence (P51843 207-470 limits assumed): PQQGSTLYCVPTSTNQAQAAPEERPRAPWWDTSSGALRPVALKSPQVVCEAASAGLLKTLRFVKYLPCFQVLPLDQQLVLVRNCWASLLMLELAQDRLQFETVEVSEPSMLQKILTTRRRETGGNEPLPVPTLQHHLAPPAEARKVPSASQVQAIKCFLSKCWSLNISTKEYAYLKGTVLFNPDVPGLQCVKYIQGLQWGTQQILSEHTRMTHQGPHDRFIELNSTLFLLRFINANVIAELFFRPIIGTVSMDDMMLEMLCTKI
NR1D1 modulator: modulators of human Rev-erb alpha DNA binding; activity, % at 10 µM; 0.79% of 370,000 active; AID 1259318; P20393; Rev-erbα–FITC-DNA binding, fluorescence polarization, 90 min;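 active = activity above about 14%, limit read from the data; passing the limit was not always enough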;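 also: 0% = DMSO wells with 35 nM protein and 100% = DMSO wells with 750 nM protein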
DAX1 inh-2: DAX1 (NR0B1) inhibition, primary screen | HEK293T StAR-luciferase reporter, SF-1/DAX-1 repression relief | inhibition, % at 6.8 µM | 1.1% of 370,000 active | AID 652010;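 active = inhibition above the mean over all tested compounds plus 3 SD, cut at about 3.6% in these data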;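 also: 0% = DAX-1 cells with DMSO and 100% = cells lacking DAX-1 with DMSO; higher inhibition means more luminescence from relief of DAX-1 repression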
SMARCA2 activ: SMARCA2 function activation, primary screen; activation, % at 9.1 µM; MG213 cells, MMTV-luciferase reporter, dexamethasone, overnight; 1% of 370,000 active; in the data active = activation above about 7.8%;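 also: 0% = vehicle wells and 100% = reference activator wells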
MBD2 DNA inh: blocks human MBD2 binding to methylated DNA. TR-FRET, MBD2 binding to methylated oligonucleotide. inhibition, % at 4.4 µM. Q9UBB5. 0.31% of 370,000 active; in the data active = inhibition above about 13%
The depositor's hits bear a star; / = not tested or not shown.

SMILES	ADAM17 inh	ssDAF12 agonist	hgDAF-12 ag	hcDAF12 agonist	PLC-gamma1 inh	PLC-beta3 inh	DAX1 inh-1	NR1D1 modulator	DAX1 inh-2	SMARCA2 activ	MBD2 DNA inh
CN(CC(=O)Nc1ccc(F)c(F)c1F)C(=O)C1CC(=O)N(c2ccc3c(c2)OCCO3)C1 (stereo unspecified)	-3	-0.4	0.1	0.2	-2	-2	0.9	-5	-0.5	-1	0
CCCCN(C(=O)Cn1nnc2ccccc21)C(C(=O)NCCOC)c1cccs1 (stereo unspecified)	-4	-1.1	-1.8	-1.7	0	1	-0.6	-3	0.2	2	5
COc1cccc(NC(=O)C2CCCN(S(C)(=O)=O)C2)c1 (stereo unspecified)	-1	-0.1	2.4	-1.5	-1	-3	1.3	0	0.0	3	-1
O=c1c2ccccc2ncn1Cc1ccc(Cl)c(Cl)c1	0	-1.0	-1.4	0.7	-1	-7	0.3	0	0.0	1	-2
CCOCCCNCC(=O)Nc1ccc(S(=O)(=O)NC(C)CC)cc1 (stereo unspecified)	-3	-0.4	1.1	1.1	1	-1	0.5	0	-0.4	0	-1
O=c1cc(N2CCC3(CC2)OCCO3)[nH]c(=O)n1C1CCCCC1	2	-0.8	1.3	-0.3	2	1	0.5	1	0.0	-3	-5
Cc1ccc(C2CC2c2n[nH]c(=S)n2-c2ccc(Cl)cc2)cc1 (stereo unspecified)	6	-1.8	-2.5	-1.3	2	-4	-0.6	4	0.4	0	-4
CCOCCCNC(=O)C(NC(=O)c1cnccn1)c1ccc(C)cc1 (stereo unspecified)	-4	-1.2	-2.6	-1.6	-1	4	-1.2	-1	-0.1	-5	3
O=C(CCC(=O)N1CCN(S(=O)(=O)c2ccc(Cl)cc2)CC1)Nc1ccc2ccccc2c1	6	-1.9	1.2	-1.0	4	-1	-0.2	-3	-0.8	-2	-5
CCn1cc(S(=O)(=O)N2CCCC2)cn1	1	-1.2	3.6	-1.0	3	-2	0.1	1	1.2	-1	-2

Already shown: an excerpt of the list.
SMILES	ADAM17 inh	ssDAF12 agonist	hgDAF-12 ag	hcDAF12 agonist	PLC-gamma1 inh	PLC-beta3 inh	DAX1 inh-1	NR1D1 modulator	DAX1 inh-2	SMARCA2 activ	MBD2 DNA inh
CN(CC(=O)Nc1ccc(F)c(F)c1F)C(=O)C1CC(=O)N(c2ccc3c(c2)OCCO3)C1 (stereo unspecified)	-3	-0.4	0.1	0.2	-2	-2	0.9	-5	-0.5	-1	0
CCCCN(C(=O)Cn1nnc2ccccc21)C(C(=O)NCCOC)c1cccs1 (stereo unspecified)	-4	-1.1	-1.8	-1.7	0	1	-0.6	-3	0.2	2	5
COc1cccc(NC(=O)C2CCCN(S(C)(=O)=O)C2)c1 (stereo unspecified)	-1	-0.1	2.4	-1.5	-1	-3	1.3	0	0.0	3	-1

The results go on.
SMILES	ADAM17 inh	ssDAF12 agonist	hgDAF-12 ag	hcDAF12 agonist	PLC-gamma1 inh	PLC-beta3 inh	DAX1 inh-1	NR1D1 modulator	DAX1 inh-2	SMARCA2 activ	MBD2 DNA inh
CCOC(=O)/C(=N\Nc1ccc(OC)cc1)c1csc(Nc2ccccc2)n1	8	-1.2	2.4	0.8	-10	-16	-0.7	-1	-0.7	7.8*	5
O=C(O)c1[nH]c2ccccc2c1CC(=O)N1CCN(c2ccccc2)CC1	-1	-0.3	0.9	3.8	-4	1	0.5	-1	0.2	1	4
Cc1csc2ncc(C(=O)Nc3ccccc3Cl)c(=O)n12	-1	-0.3	1.0	3.3	0	-4	1.7	-5	0.8	2	-4
O=S(=O)(c1ccccc1)N1CCC(c2nc3ccccc3o2)CC1	-3	-1.6	-1.0	2.4	-5	0	/	-9	-0.5	-4	4
O=C(Nc1ccc(Cl)cc1Cl)c1ccc2c(=O)n3c(nc2c1)CCC3	1	0.3	5.2	2.5	-1	-6	2.8	-4	8.7*	5	4
CCCNC(=O)NNC(=O)c1cc(-c2ccc3c(c2)OCO3)nc2ccccc12	-9	-0.7	4.0	-3.0	-168	-285	0.3	-1	-1.1	-2	-5
COc1ccccc1CNC(=O)C1Cc2cc(S(=O)(=O)N3CCCC3)ccc2N1C(C)=O (stereo unspecified)	-3	-0.6	-1.0	-0.4	-5	-5	1.0	0	-0.2	-1	-4
O=C(Nc1ccc(Br)cc1)c1csc(-c2ccncc2)n1	2	-1.5	-1.5	-0.3	5	0	-1.0	-5	-0.8	-3	2
CN1C(=O)c2cccc(NC(=O)Cc3ccccc3)c2C1=O	-62	-2.1	1.3	-3.3	-65	-87	-0.1	11	0.6	0	3
Cc1nc(Oc2ccccc2)c2oc3ccccc3c2n1	-4	-1.9	-1.8	-1.3	0	0	-1.2	0	-0.9	-3	2
CCN(CC(=O)Nc1ccc(OC)cc1)CC(=O)Nc1sc2c(c1C(=O)OC)CCCC2	-7	-0.8	1.0	3.4	-1	-5	-0.2	-1	-0.3	-2	0
CCc1c(C)nc2ncnn2c1Nc1ccc(C)c(C)c1	-6	-1.8	-2.5	-0.6	0	-3	0.1	5	-0.2	-1	0
CCN(c1ccccc1)S(=O)(=O)c1cc(C(=O)NCC(c2ccco2)N2CCCCC2)ccc1C (stereo unspecified)	0	-1.7	-3.3	-1.3	-1	-7	-1.1	-1	-3.4	-4	4
Cc1cc(SCC(=O)NC2CC2)nc2ccccc12	-4	0.0	-0.7	-1.3	3	-6	1.4	-3	-2.0	0	-4
CCc1ccc2c(c1)c(N=NC1=NC(=O)CS1)c(O)n2CC	0	-1.6	-1.6	-1.7	1	3	-0.1	3	0.8	0	-4
COc1ccc(S(=O)(=O)NCC2CCCN(C(=O)CC3CCCC3)C2)cc1 (stereo unspecified)	1	-0.9	-3.7	0.6	3	0	1.1	-1	-0.4	-1	1
CC1CCCCN1CC(=O)Nc1ccc(N2CCCCCC2)cc1 (stereo unspecified)	-7	-2.0	3.3	0.4	1	-4	-1.1	-3	-0.1	-4	10
Cn1c(Cl)nc2ccccc21	-1	-1.1	4.1	2.4	1	3	1.7	7	0.1	1	-1
O=C1COCCOCCOCCOCC(=O)NCCN1	-2	-1.7	-2.3	0.5	2	0	-0.3	2	-0.3	-1	1
Cc1ccc(Sc2ccc(S(=O)(=O)Nc3ccc(C(=O)O)cc3)cc2)cc1C	3	-1.3	-0.1	0.9	-5	-13	-0.3	-1	-0.6	-2	4

As entered above:
COc1ccc(S(=O)(=O)NCC2CCCN(C(=O)CC3CCCC3)C2)cc1 (stereo unspecified) – PLC-gamma1 inh: 3
O=C1COCCOCCOCCOCC(=O)NCCN1 – hcDAF12 agonist: 0.5

By substructure: those above with a furan ring, fused or not (2)
SMILES	ADAM17 inh	ssDAF12 agonist	hgDAF-12 ag	hcDAF12 agonist	PLC-gamma1 inh	PLC-beta3 inh	DAX1 inh-1	NR1D1 modulator	DAX1 inh-2	SMARCA2 activ	MBD2 DNA inh
Cc1nc(Oc2ccccc2)c2oc3ccccc3c2n1	-4	-1.9	-1.8	-1.3	0	0	-1.2	0	-0.9	-3	2
CCN(c1ccccc1)S(=O)(=O)c1cc(C(=O)NCC(c2ccco2)N2CCCCC2)ccc1C (stereo unspecified)	0	-1.7	-3.3	-1.3	-1	-7	-1.1	-1	-3.4	-4	4

Additional results.
SMILES	ADAM17 inh	ssDAF12 agonist	hgDAF-12 ag	hcDAF12 agonist	PLC-gamma1 inh	PLC-beta3 inh	DAX1 inh-1	NR1D1 modulator	DAX1 inh-2	SMARCA2 activ	MBD2 DNA inh
Cc1[nH]c2ccccc2c1C(C[N+](=O)[O-])c1ccco1 (stereo unspecified)	-5	-0.9	2.9	1.4	-23	-31	-0.4	-2	0.1	-1	-7
CCn1c(=O)c(C(=O)NNC(=O)c2ccccc2Br)c(O)c2ccccc21	-5	-1.4	2.6	-2.4	-4	-11	1.9	-1	0.0	-1	-4
COc1ccc(/C=C2/SC(=S)N(CCCC(=O)Nc3ccccc3C(=O)O)C2=O)cc1	0	-2.2	-8.2	-6.1	1	-5	-1.9	-7	-0.5	-9	2
C[C@@H]1CCCCO[C@@H](CN(C)Cc2ccc3c(c2)OCO3)[C@@H](C)CN([C@H](C)CO)C(=O)c2cc(NS(=O)(=O)c3ccccc3)ccc2O1	7	-0.8	-2.7	0.9	4	6	-0.3	-1	1.1	6	-2
COC(=O)[C@@]1(C)[C@H]2C(=O)N(C)C(=O)[C@H]2[C@H]2CN(C)C(=NC3CCCCC3)N21	-1	-0.8	-0.4	-0.8	1	2	-1.4	-11	-0.9	1	-3
COc1cccc(N2CCN(C(=O)c3c(C)nn(-c4ccccc4)c3C)CC2)c1	-1	-1.2	3.8	-0.3	5	-7	0.0	-3	-0.8	-2	-4
CSc1ccc(/C=N/NC(=O)c2ccc(O)cc2)cc1	-20	-0.9	12*	2.6	-23	-35	1.6	1	1.6	3	0
Cc1ccc(N2CN=c3s/c(=C\c4cccnc4)c(=O)n3C2)cc1	1	-1.8	8.4	-1.5	1	5	0.7	-3	-0.2	-1	-4
CCOc1ccc(OCC(=O)OC(C)C(=O)Nc2ccc(Cl)cn2)cc1 (stereo unspecified)	-6	-0.9	0.1	-1.5	0	-8	-0.9	-4	0.1	-2	-5
COCCn1c(SCc2nc3sc(C(=O)OC)c(C)c3c(=O)[nH]2)nc2ccccc21	-3	-0.4	1.2	0.3	-5	-7	-0.6	3	-0.6	7	2
C/C=C/n1ccnc1CC(O)(c1ccccc1)c1ccc(C)cc1 (stereo unspecified)	-1	-1.6	-0.7	-1.5	0	-3	-0.6	3	-0.3	-2	-3
Cc1ccc2c(c1)NC(=O)C(CC(=O)NC1CCCCC1C)O2 (stereo unspecified)	-2	-1.7	-0.6	-0.1	-2	0	4.8*	5	0.0	0	-3
CC(C)c1nc2sc3c(=O)[nH]cnc3c2c2c1CCCC2	-3	-1.4	-2.3	0.0	2	-6	0.7	25*	-0.3	-3	2
Cc1ccc2c(c1)N(CCCC(=O)NCCCN1CCCC1=O)C(=O)CO2	0	-1.0	2.9	-2.1	1	3	0.7	3	-0.4	-2	-6
Cc1ccc(S(=O)(=O)N2[C@@H](c3cccc(Cl)c3)C(C(=O)O)=CC[C@H]2c2ccc(Cl)c(Cl)c2)cc1	-6	-1.1	0.2	-0.6	-3	-4	1.5	-6	0.4	0	2
Cc1nc2ccccc2n1CC(O)COCC1CC=CCC1 (stereo unspecified)	-6	-1.7	-4.8	-2.9	0	0	-3.6	2	-1.9	-2	-3
CCc1ccc(C(=O)COC(=O)c2ccc(-c3nnc(-c4ccccc4)o3)cc2)cc1	1	-0.8	3.9	-0.1	2	3	0.8	23*	0.6	2	-3
Cc1ccsc1C1C(C#N)=C(N)N(N(C)C)C2=C1C(=O)CCC2 (stereo unspecified)	0	-0.9	0.4	-0.2	2	-7	-1.0	-3	-0.2	-3	-5
Cc1ccc(CN2CC(N3CC=CC3)CS2(=O)=O)cc1 (stereo unspecified)	-4	-0.9	0.1	-1.2	-1	-2	/	-2	-1.2	-4	7
Cc1ccc2oc(C(=O)N3CCN(CC(=O)NC(C)C)CC3)c(C)c2c1	-1	-1.9	-1.8	-2.1	2	0	-0.4	0	0.0	1	0
CCC(=O)Nc1nnc(S(=O)(=O)N(CC)c2cc(C)cc(C)c2)s1	-1	-1.0	-2.4	-0.9	-1	-4	0.8	3	0.0	-2	0
CSCCC(NC(=O)c1ccc(Cl)cc1)C(=O)OCC(=O)c1ccc[nH]1 (stereo unspecified)	2	-1.6	1.7	0.6	-1	-8	1.0	0	-0.3	1	-4

Screens: PubChem, several laboratories
